# Bioassay records deposited in PubChem BioAssay by Broad Institute.
# PGC1a acetyl inh = modulators of PGC1a acetylation; U2OS PGC1a acetylation, AlphaScreen anti-acetyl-lysine; with virally co-expressed GCN5 acetyltransferase; inhibition, % at 15.6 µM; 350,000 tested, 0.17% active; AID 651687;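 active = every replicate shows inhibition of at least 40%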;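 also: 0% = neutral control wells and 100% = positive control wells; some results beyond the cut were filed as inactive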
# miR122 inh = inhibitors of miR-122 in Huh7 cells; Huh7 miR-122 Renilla luciferase sensor, 48 h; neutral wells = 0, positive control = 100; activation (reporter increase), % at 12.5 µM; 340,000 tested, 0.3% active;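 active = mean replicate activation score at least 90 and every replicate individually at or above 90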;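 also: higher luciferase means less miR-122 activity so hits act as miR-122 inhibitors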
# Starred values were filed as active, the others as inactive. This is a subset, so the mix of outcomes need not match the whole.
# Every second line gives: PGC1a acetyl inh, miR122 inh
> CN(c1ccc(OCC(=O)N2CCCCC2)cc1)S(=O)(=O)c1cccs1
  -10, 4
> CC(=O)c1ccc2c(c1)Nc1ccccc1S2
  -15, -6
> O=C(CCCC(=O)N1CCN(c2ccccc2F)CC1)N1CCN(c2ccccc2F)CC1
  -8, -8
> C/C(=N\O)C1(C)N(O)C(C)(C)C(c2ccc(F)cc2)=[N+]1[O-] (stereo not drawn)
  -12, 14
> Cc1cc2cc(C(c3nnnn3Cc3ccco3)N3CCc4ccccc43)c(=O)[nH]c2cc1C (stereo not drawn)
  4, -5
> CCOC(=O)c1cnn2c(C(F)F)cc(C3CC3)nc12
  0, -2
> COC(=O)c1cc2c(C)c(C)c3ccccn3c-2c1C(=O)OC
  -6, 3
> Cc1cc(C)c2c(N)c(-c3nc4ccccc4[nH]3)sc2n1
  -12, -6
> Cc1nnc2n(Cc3ccccc3)c(=O)c3c4c(sc3n12)COC(C(C)C)C4 (stereo not drawn)
  10, 3
> CN1C(=O)c2cccc3c(S(=O)(=O)Nc4ccccn4)ccc1c23
  -15, 47
> Fc1ccc2[nH]c3c(N4CCN(c5ccccc5)CC4)ncnc3c2c1
  -9, -12
> CCC(CC)NC(=O)c1cc2c(C)nn(Cc3ccccc3Cl)c2s1
  -2, -10
> Cc1nnsc1SCCNC(=O)c1c(F)cccc1F
  -8, -1
> COc1cc(/C=C(/C#N)C(=O)NCCc2c[nH]c3ccccc23)ccc1OCc1ccccc1F
  -12, 7
> Cc1cc(C(=O)OCC(=O)c2c(N)n(C)c(=O)n(C)c2=O)c(C)o1
  5, -4

# The final 7 compounds of the section above lead into the next.
# Every second line gives: PGC1a acetyl inh, miR122 inh
> Cc1nnc2n(Cc3ccccc3)c(=O)c3c4c(sc3n12)COC(C(C)C)C4 (stereo not drawn)
  10, 3
> CN1C(=O)c2cccc3c(S(=O)(=O)Nc4ccccn4)ccc1c23
  -15, 47
> Fc1ccc2[nH]c3c(N4CCN(c5ccccc5)CC4)ncnc3c2c1
  -9, -12
> CCC(CC)NC(=O)c1cc2c(C)nn(Cc3ccccc3Cl)c2s1
  -2, -10
> Cc1nnsc1SCCNC(=O)c1c(F)cccc1F
  -8, -1
> COc1cc(/C=C(/C#N)C(=O)NCCc2c[nH]c3ccccc23)ccc1OCc1ccccc1F
  -12, 7
> Cc1cc(C(=O)OCC(=O)c2c(N)n(C)c(=O)n(C)c2=O)c(C)o1
  5, -4
> CCC(C)(C)C1CCC2(CC1)NC(CO)(CO)CO2 (stereo not drawn)
  3, 0
> Cc1ccc(NC(=O)CCn2cnc3ccccc3c2=O)cc1Cl
  -16, 3
> COc1ccc(S(=O)(=O)Nc2ccc3c(c2)OCCO3)cc1Cl
  -1, 46
> CC(C)OC(=O)c1nn2c(C(F)(F)F)cc(-c3ccco3)nc2c1Cl
  0, -5
> COc1cc(S(=O)(=O)N2CCOCC2)ccc1NC(=O)COC(=O)c1ccccn1
  8, -5
> O=C(NCC1COc2ccccc2O1)c1ccco1 (stereo not drawn)
  6, -7
> CC(C)C(NC(=O)C(c1ccccc1)c1ccccc1)c1nc2ccccc2[nH]1 (stereo not drawn)
  2, 9
> CC(C)(C)n1nnnc1C(c1cccnc1)N1CCN(c2ccccc2)CC1 (stereo not drawn)
  5, 4
> COc1ccc(-c2n[nH]c(C)c2-c2ccc(Cl)cc2)c(O)c1
  12, -1
> O=C(/C=C/Nc1ccc(F)cc1)c1ccc(Oc2ncccn2)cc1
  4, -4
> CCn1c(=O)cc(N2CCCCC2)[nH]c1=O
  -11, 0
> COc1ccc(NC(=O)NC2CCN(C(C)C)CC2)c(OC)c1
  6, -3
> COc1ccc(N2CCN(c3oc(-c4ccc(OC)c(OC)c4)nc3C#N)CC2)cc1
  -6, 2
> CSc1ccc(S(=O)(=O)N2CCCC2)cc1
  -7, 3
> CC1=CCC2C(=O)N(Cc3ccccc3)C(=O)C2C1 (stereo not drawn)
  -19, 0

# Full records, quoted from the list.
# Profile of `CCn1c(=O)cc(N2CCCCC2)[nH]c1=O` : PGC1a acetyl inh = -11; miR122 inh = 0
# Profile of `CCC(CC)NC(=O)c1cc2c(C)nn(Cc3ccccc3Cl)c2s1` : PGC1a acetyl inh = -2; miR122 inh = -10

# The list goes on.
# Every second line gives: PGC1a acetyl inh, miR122 inh
> NNC(=O)c1cc2c(s1)CCCCCC2
  -5, -4
> Clc1ccc(CSc2nnnn2-c2ccc3c(c2)OCO3)c(Cl)c1
  -14, 3
> Cc1n[nH]c(=O)nc1NCc1ccccc1Cl
  9, 0
> Cc1nc(CCNC(=O)c2ccccc2)cs1
  -8, -3
> N/C(Cc1ccc([N+](=O)[O-])cc1)=N\OC(=O)C(c1ccccc1)c1ccccc1
  6, 2
> CN=C1c2c(-c3ccccc3)c3cc(OC)ccc3n2CCN1C
  -4, -5
> CC(C)CN=c1cc(-c2ccccc2)oc2ccc(Cl)cc12
  -30, 1
> CCCNC(=O)Cc1c(O)c2ccccc2[nH]c1=O
  6, -3
> COc1cccc(-c2nc(-c3ccc(NC(=O)Cc4ccccc4OC)cc3)no2)c1
  -15, -8
> CC(=O)OC(C)(CCC(C)(OC(C)=O)C(C)=O)C(C)=O (stereo not drawn)
  -18, -11
> O=C(NCC(c1cccnc1)N1CCN(c2ccc(F)cc2)CC1)OCc1ccccc1 (stereo not drawn)
  8, -16
> Nc1[nH]n2c(=O)c3c(nc2c1N=Nc1ccccc1)CCCC3
  13, -2
> Cc1nc(SCC(=O)Nc2ccc(N3CCOCC3)cc2)nc(C)c1C
  -1, -1
> O=C(NCc1ccc2c(c1)OCO2)c1cccc([N+](=O)[O-])c1
  -2, -6
> CN(C)c1ccc(NC(=O)Nc2ccc3snnc3c2)cc1
  -29, -1
> CC(=O)N=c1sc2ccccc2n1C
  -5, -6
> O=C(COC(=O)c1ccccn1)Nc1cc(Cl)ccc1Cl
  -5, -1
> CC(C)N1CCC2(CC1)N=C(c1ccc3c(c1)OCO3)CC(c1cc(Cl)ccc1O)N2 (stereo not drawn)
  8, 9
> CC(=O)c1c(C)[nH]c(C(=O)Nc2cc(C)cc(C)c2)c1C
  -18, 7
> O=C1C2C3C=CC(CC3)C2C(=O)N1c1ccc2c(c1)OCO2 (stereo not drawn)
  2, 10
> O=C(C1CC(=O)N(c2ccccc2)C1)N1CCN(C2=NS(=O)(=O)c3ccccc32)CC1 (stereo not drawn)
  4, 2
> Cc1ccc(CN2C(=O)CCC2C(=O)NCc2ccc(F)cc2)cc1 (stereo not drawn)
  -14, 3
> Cc1nnc(SCC(=O)NC(=O)NC2CCCC2)n1N
  -8, 5
> CCN(CC)c1ccc(NC(=O)/C=C/c2cc(Br)ccc2OC)cc1
  5, 10
> Cc1cccc(N2CCN(C(=O)c3c(C)nn(Cc4ccccc4Cl)c3C)CC2)c1C
  -25, -9
> COc1cccc2c(=O)ccoc12
  1, 9
> Cc1csc(NC(=O)Cc2coc3cc(C)c(C(C)C)cc23)n1
  13, 4
> O=c1/c(=C/c2ccccn2)sc2nc3ccccc3n12
  8, 2
> N#Cc1c(N2CCN(C(=O)c3ccccc3Cl)CC2)nc(-c2ccccc2)c2c1CCCC2
  4, 1
> c1ccc(CCNC2=NCCCS2)cc1
  5, -4
> COC(=O)c1cc2n(n1)CCN(Cc1ccc(F)cc1)C2=O
  -26, -5
> CC(=O)NCCc1cc2ccc(C)cc2[nH]c1=O
  -16, 0
> COc1cc(/C=N/Nc2ccc(Cl)c(C(=O)O)c2)ccc1OCC(=O)N1C(C)CCCC1C (stereo not drawn)
  0, 3
> COc1ccc(OC)c(N=Cc2c(O)[nH]c3ccccc23)c1
  -5, 1
> CCc1c(C)nc2cc(-c3ccc(OC)c(OC)c3)nn2c1N1CCC(C)CC1
  8, -8
> CCCCOC(=O)C1C2C=C[C@]3(CN(CCCOC)C(=O)[C@H]13)O2 (stereo partly drawn)
  4, -15
> Cc1c(Cl)c([N+](=O)[O-])nn1CC(=O)NCc1ccco1
  -11, -5
> O=C1CC(c2c(F)cccc2Cl)C2=C(COC2=O)N1 (stereo not drawn)
  7, -3
> O=C(CCl)N(c1ccccc1)c1c[nH]c2ccccc12
  -1, -5
> CC1Cc2cc(C3(O)C(=O)c4ccccc4C3=O)ccc2N1 (stereo not drawn)
  -5, -2
> O=C1c2ccsc2SCCN1Cc1c(Cl)cccc1Cl
  -12, -7
> Oc1ccc2ccccc2c1C=Nc1ccccc1-c1nc2ccccc2[nH]1
  3, 1
> CCOC(=O)N1CCN(C(=O)c2ccc(S(=O)(=O)c3ccc(C)cc3)c(NC(C)=O)c2)CC1
  -7, -1
> O=C(c1cccc(-c2nnc(-c3ccccc3)o2)c1)N1CCCCC1
  -11, -13
> O=C(NCc1ccc(F)cc1)C1CC(=O)N(CCc2ccccc2)C1 (stereo not drawn)
  4, -13
> O=C(CSc1nc2ccccc2o1)N1CCCC1
  4, 3
> COC(=O)/C(=C\Nc1ccc(Cl)c2ccccc12)c1ncc(C(F)(F)F)cc1Cl
  9, -1
> CCN(CC)Cc1c(O)ccc2c(=O)c(Oc3ccccc3OC)coc12
  2, -1
> Cc1cc(COc2ccccc2OCCN2CCN(C)CC2)no1
  0, -4
> COc1ccccc1C1(CC(=O)Nc2nccs2)CCOC(C(C)C)C1 (stereo not drawn)
  3, -5
> O=C(CCSc1ccc(Cl)cc1)c1cccs1
  -11, 2
> O=C(/C=C/c1cccc([N+](=O)[O-])c1)NCCSc1ccccc1
  -3, -5
> COC(=O)c1ccc(Oc2ccc3nnc(C)n3n2)cc1
  2, -6
> CC(C)CC(=O)NC(=S)N1CCCCCC1
  -4, -4
> O=C(CSc1ccc(Cl)cc1)Nc1ccccc1N1CCN(C(=O)c2ccccc2)CC1
  -21, -13
> O=c1oc2ccccc2nc1/C=C(O)/C=C\c1ccccc1
  5, -7
> CC(=C\C(=O)O)/C(=C/c1ccccc1)C(=O)O
  2, -6
> COc1ccc(/C=N/NC(=O)c2nonc2C)cc1
  4, -5
> O=C(CNC(=O)OCc1ccccc1)NCC(=O)N1CCCC1C(=O)OCc1ccccc1 (stereo not drawn)
  5, 1
> O=C(COC(=O)Cc1ccsc1)NC1CCCCCC1
  9, -6

# Remaining list, next part:
mol	PGC1a acetyl inh	miR122 inh
CC(C)(C)c1csc(NC(=O)Cn2cnc3ccccc3c2=O)n1	-10	-4
CCCS(=O)(=O)N1CCC(C(=O)NCCN2CCC(Cc3ccccc3)CC2)CC1	2	-7
Cc1ccc(S(=O)(=O)NCCCCCC(=O)NC(C)(C)CO)cc1	1	-4
O=C1CC(N2CCN(c3ccccc3F)CC2)C(=O)N1c1ccc(F)cc1 (stereo not drawn)	0	-2
COc1cc(NC(=O)C2CCCCC2)c(OC)cc1NC(=O)c1ccco1	-3	1
COC(=O)C1=C(N)Oc2cc(C)n(CC3CCCO3)c(=O)c2C1c1ccc(Cl)cc1 (stereo not drawn)	-9	0
CCCn1cc(C(CC(=O)O)C(=O)O)c2ccccc21 (stereo not drawn)	-8	4
CCCCn1c(=O)[nH]c(=O)c2c1nc(COc1ccc(C#N)cc1)n2CCC	-3	-3
CCN(CC)CCCN(Cc1cc2cc3c(cc2[nH]c1=O)OCO3)C(=O)Nc1ccccc1OC	-6	2
COc1ccc(-c2cc(C(F)F)n3ncc(C(=O)N4CCSCC4)c3n2)cc1	-4	-4
Cc1cccc(C)c1NC1=NC(=S)N(c2ccccc2)C12CCOC(C)(C)C2 (stereo not drawn)	-12	-5
Cc1c(-c2nc(N)nc(Nc3ccccc3)n2)oc2ccccc12	-8	-6
Cc1ccc(C(=O)c2c(C)oc3c2C(=O)C(=O)c2ccccc2-3)cc1	-19	-5
COc1ccc(C(=O)CSc2nnc(-c3ccccc3)o2)cc1	-6	-4
COc1ccc(-c2cc(CNC(=O)CN(C)Cc3ccccc3)on2)cc1	-14	2
Cc1cc(C(=O)Nc2nc3c(C)cccc3s2)c(C)o1	-14	2
COc1ccc(Nc2nc3c(c(=O)n(C)c(=O)n3C)n2CCO)cc1	-4	5
CC(=O)N(/N=C1\Sc2ccccc2C1=O)c1ccc(C)cc1C	-3	7
O=C(Nc1ccccc1C(=O)N1CCOCC1)c1cccc(S(=O)(=O)N2CCCC2)c1	-18	6
O=C(c1ccco1)N1CCN(C(=O)c2cc(-c3ccccn3)nc3ccc(Cl)cc23)CC1	-2	2
O=C(Nc1cnccn1)c1ccncc1	7	6
Cc1cccc(CN2C(=O)N/C(=C/c3ccc(C)s3)C2=O)c1	-12	6
Cc1ccc(C)c(/C(O)=C2\C(=O)C(=O)N(CCCN3CCOCC3)C2c2cccnc2)c1 (stereo not drawn)	13	0
Cc1c(NC(=O)Nc2ccc(Cl)c(Cl)c2)sc(=S)n1C	-12	8
O=C(OCc1cnc(Cl)s1)c1cccc(Cl)c1Cl	0	-4
CCCCn1c(=O)n(CC(=O)NCc2ccc(C)cc2)c(=O)c2c1nc(CO)n2CCC	8	9
CCOC(=O)c1ccc(NC(=O)C2(c3ccccc3)CCOCC2)cc1	-12	2
CCOc1ccc(NC(=O)NC2CCOC(C)(C)C2)cc1 (stereo not drawn)	-3	-2
Cc1cc(C)n(-c2ccc(C(=O)Nc3cc(C(F)(F)F)ccc3N3CCOCC3)cc2)n1	1	2
O=C(Cc1ccc(F)cc1)NCCc1ccc(F)cc1	19	-1
O=c1c2c([nH]c3ccccc13)C(=C1CCCC1)CC2	8	1
O=C(Cn1c(C(F)(F)F)nc2ccccc21)Nc1ccccc1N1CCOCC1	8	5
c1ccc(-c2cc3c(N4CCOCC4)ncnc3s2)cc1	13	-6
O=C(/C(=C/O)N=Nc1ccc(Cl)cc1)c1ccncc1	1	4
Cn1c(-c2ccccc2Br)n[nH]c1=S	4	-8
N#Cc1nc(Cc2cccc3ccccc23)oc1NCc1ccc(F)cc1	-21	-8
COc1ccccc1C(=O)Nc1ccc(NC(=O)c2ccco2)c(C)c1	-3	-2
COc1c(Cl)cc(Cl)cc1C(=O)Nc1ccccc1N1CCN(C(C)=O)CC1	-4	-4
